Compound activity deposited in PubChem by Sanford-Burnham Center for Chemical Genomics.
EphA4 KYL inhibition: EphA4 ligand-binding antagonists – biochemical, colorimetric, mouse EphA4, primary screen (AID 689). EphA4-AP binding to KYL peptide, pNPP A405; higher % means a stronger effect. inhibition, % at 10 µM; hits with a dose series show IC50 in µM. 0.1% of 62,000 active; in the data active = a potency from the dose series; inactive = the rest, 99 in 100 with inhibition below about 22%
An asterisk follows results filed as active. A portion of the library. The share of hits here may be higher or lower than overall.

# | EphA4 KYL inhibition | SMILES
1 | -16% | CCc1nc(Sc2nc(C)cc(C)n2)c2oc3ccccc3c2n1
2 | 6% | Cc1nc(N2CCCC2)c2ccsc2n1
3 | -15% | Cc1nnc(SCC(=O)NCc2ccc3c(c2)OCO3)[nH]c1=O
4 | 0% | COc1cc(C(=O)Nc2c(-c3ccccc3)c3cc(Br)ccc3[nH]c2=O)cc(OC)c1OC
5 | 3% | COc1ccccc1-c1c(C(F)(F)F)oc2cc(OCc3ccccc3)ccc2c1=O
6 | -18% | CC(=O)OCC(OC(C)=O)C(OC(C)=O)C(OC(C)=O)C(=O)Nc1ccc(C)cc1 (stereo unspecified)
7 | -2% | COc1ccc(/C=C/C(=O)Nc2ccccc2C(F)(F)F)cc1Br
8 | -4% | O=C(CCCl)Nc1cc(SCCO)cc([N+](=O)[O-])c1
9 | 4% | CC1CCc2c(nc3ncnn3c2N2CC(C)OC(C)C2)C1 (stereo unspecified)
10 | -1% | CC1(C)CC(=O)C(C=Nc2ccccc2)=C(O)C1
11 | -6% | Cc1ccc2nc(N/N=C/c3ccccc3C#N)nc(-c3ccccc3)c2c1
12 | -1% | CCOc1ccccc1CNc1ccc(N2CCOCC2)c(C(=O)O)c1
13 | -10% | Cn1c(=O)c(C(=O)Nc2cnccn2)c(O)c2ccccc21
14 | 14% | Cc1ccc2c(CC(=O)OCc3cc(=O)n4c(n3)sc3ccccc34)coc2c1
15 | -2% | CCSc1nc(C)cc(Oc2ccc(=O)n(C)n2)n1
16 | -8% | CCN(CC)C(=O)CSc1nc2cccnc2n1-c1ccccc1OC
17 | -7% | CN(C)CC(=O)c1c[nH]c2ccccc12
18 | 1% | CC(=O)OCc1cc2cc(C)ccc2[nH]c1=O
19 | -9% | O=C(CN(Cc1ccccc1F)C(=O)c1ccco1)NCc1ccc(F)cc1
20 | 10% | Cc1ccccc1N1C(=O)CC(SC2=NCCS2)C1=O (stereo unspecified)
21 | -9% | O=C(Nc1ccc(SC(F)F)cc1)c1cccc2nc3ccccc3nc12
22 | -2% | CCS(=O)(=O)N1CCC(C(=O)NCCc2ccc(OC)c(OC)c2)CC1
23 | -5% | CCCc1nc2n[nH]c(N)c2c2c1CCC2
24 | -3% | CCCN1C(=O)c2ccccc2NC1c1ccc(Br)cc1 (stereo unspecified)
25 | -6% | CC1CCCCC1NC(=O)COC(=O)c1ccccn1 (stereo unspecified)
26 | 1% | Cc1ccc(OCCNC(=O)C2CC(=O)N(c3ccc(C)cc3)C2)cc1 (stereo unspecified)
27 | -11% | O=C(CCN1CCc2ccccc2C1)Nc1ccc(F)cc1
28 | 11% | COc1ccc(-c2noc(CCC(=O)N3CCN(Cc4ccccc4)CC3)n2)cc1
29 | 4% | Clc1ccc(CON/C=N/c2ncnc3sccc23)cc1
30 | 8% | C=C(C)COc1ccc(-c2n[nH]c(C)c2-c2ccc(Br)cc2)c(O)c1
31 | -11% | Oc1ccccc1/C=N/NC1=NCCCCC1
32 | -4% | COc1cccc(NC(=O)C2CC(=O)OC23CCOC(C)(C)C3)c1 (stereo unspecified)
33 | -4% | CCOc1ccc(-n2c(Cc3cc(=O)[nH]c(=O)[nH]3)nnc2SCc2cccnc2)cc1
34 | -5% | O=C(NCc1ccco1)c1ccc(=O)oc1
35 | 2% | C=CCN1C(=O)/C(=C\c2cccc(OCc3cccc4ccccc34)c2)SC1=S
36 | -9% | O=c1[nH]c(NCCO)nc2c1C1(CCCC1)Cc1ccccc1-2
37 | -7% | Cc1cnc(C(=O)OCC(=O)NC2CCCC(C)C2C)cn1 (stereo unspecified)
38 | -10% | N#CCCN1CCN(S(=O)(=O)c2ccc(C#N)cc2)CC1
39 | -3% | CC(C)(Oc1ccc(-c2ccco2)cc1)C(=O)O
40 | -12% | CCc1ccc(S(=O)(=O)NCCc2cn3ccccc3n2)s1
41 | 6% | O=C(N/C=C/c1ccccc1)Nc1ccc(Cl)cc1
42 | -8% | O=C(Nc1ccc2c(c1)OCCO2)C1CCCN(c2ncccn2)C1 (stereo unspecified)
43 | -3% | COC(=O)c1cc(NCc2c(F)cccc2Cl)ccc1N1CCOCC1
44 | -6% | Cc1cc2nc(C)n(CCCNC(=O)Nc3cccc4ccccc34)c2cc1C
45 | -7% | O=C(NC1CCCCC1)c1ccc(N2CCCC2=O)cc1
46 | 10µM* | COc1ccc(NC2=Nc3ccccc3N3C2=Nc2c(c(C)nn2-c2ccc(C)cc2)C3c2cccnc2)cc1 (stereo unspecified)
47 | -9% | CCOc1ccc(S(=O)(=O)NCCC(=O)OCN2C(=O)c3ccccc3C2=O)cc1
48 | -12% | CCc1nnc(NC(=O)CSc2nnc(-c3cc4ccccc4cc3O)n2CCOC)s1
49 | 2% | CCCCN(C(=O)Nc1ccc(Cl)cc1)C1CCN(C(C)=O)CC1
50 | 1% | CN(C)S(=O)(=O)c1ccc(C(=O)Nc2cc(Cl)cc(Cl)c2)cc1
51 | -2% | N/C(CSc1nc(-c2ccccc2)c(-c2ccccc2)o1)=N\O
52 | 7% | CCNC(=O)CC1C(=O)N(c2ccc(F)cc2)C(=O)N1Cc1ccc(OC)cc1 (stereo unspecified)
53 | -8% | O=C1N/C(=N/N=C/c2ccccc2)SC1Cc1ccccc1Cl (stereo unspecified)
54 | -8% | CN(CCO)c1cc(Sc2nc3ccccc3s2)c2nonc2c1[N+](=O)[O-]
55 | -13% | CCOC(=O)N1CCN(c2nc(C)c3c(n2)CC(C)CC3=O)CC1 (stereo unspecified)
56 | -5% | COCCNC(=O)c1ccc2c(c1)ncn2-c1ccc(F)c(F)c1
57 | -19% | COc1ccc(/C=C2\N=C(SC)N(C)C2=O)cc1
58 | -2% | Cc1ccc(NC(=O)c2cccc(N3C(=O)C4C5c6ccccc6C(c6ccccc65)C4C3=O)c2)cc1Cl (stereo unspecified)
59 | -13% | COc1ccc(CNC(=O)c2ccc([N+](=O)[O-])cc2)cc1
60 | -1% | COc1ccc(S(=O)(=O)N(CCc2ccccc2)CC(=O)NC2CCCCC2)cc1

The listing continues:
# | EphA4 KYL inhibition | SMILES
61 | 16% | COc1ccccc1NC(=O)c1ccccc1NC(=O)c1cc(Cl)ccc1NC(=O)c1ccco1
62 | 4% | CN(C(=O)COc1ccc(Cl)cc1Cl)C1CCS(=O)(=O)C1 (stereo unspecified)
63 | 1% | O=C(CCN1C(=O)c2ccccc2C1=O)Nc1ccc(-c2cn3ccsc3n2)cc1
64 | 2% | Cc1ccc(OCc2cc(C(=O)Nc3ccccc3)oc2C)cc1
65 | -4% | CN1C(=O)N(C)C2(CC1(C)C)CC(C)(C)N(C)C(=O)N2C
66 | -15% | c1csc(-c2nn3c(-c4ccncc4)nnc3s2)c1
67 | -5% | COCCOC(=O)c1c(C)oc2ccc(OC(=O)c3cc4ccccc4o3)cc12
68 | -1% | COc1ccccc1-c1cc(C(F)(F)F)nc(S(C)(=O)=O)n1
69 | -4% | c1ccc2cc(-c3cc4ccccn4c3)ccc2c1
70 | 10% | CCOC(=O)C1CCN(Cc2cnc(Oc3ccc(OC)cc3)s2)CC1
71 | -13% | O=C1c2ccccc2C(=O)N1Cc1nc2ccccc2c(=O)n1CCCN1CCOCC1
72 | 6% | Cc1cc2c(c(=O)o1)C(CC(C)C)C(C#N)=C(N)O2 (stereo unspecified)
73 | -16% | Cc1cc(C)cc(-n2c(O)c(C=NC3CCS(=O)(=O)C3)c3ccccc3c2=O)c1 (stereo unspecified)
74 | -2% | CCOc1ccccc1-c1nc(SCC(=O)O)n[nH]1
75 | -2% | O=C1NC(=O)[C@@H]2C3c4ccccc4C=CN3[C@H](C(=O)c3cccs3)[C@H]12 (stereo partly specified)
76 | -12% | O=c1cc(O)c(-c2cccc(Cl)c2)c(Cl)[nH]1
77 | 4% | COC(=O)c1c(C#N)c(N)nc2c1CCCC2
78 | 14% | COc1cccc(C(=O)Nc2cccc(-c3cn4ccccc4n3)c2)c1
79 | -10% | CCn1c(C)c(C)c2cc(C(=O)Nc3cccc(Cl)c3)ccc21
80 | -26% | C=CCNc1nc(-c2cccc(OC)c2O)nc2ccccc12
81 | 3% | COc1ccc(N2CCN(C(CNS(=O)(=O)c3cccs3)c3cccnc3)CC2)cc1 (stereo unspecified)
82 | 7% | O=C(CN(CCO)c1ccccc1)NC12CC3CC(CC(C3)C1)C2
83 | -1% | COc1ccc(C(=O)n2c(SC)nc3cc4c(cc32)OCCO4)cc1
84 | -10% | COc1ccc(CCNC(=O)CNCC2CCCO2)cc1OC (stereo unspecified)
85 | 0% | CCN(CC)c1ccc2c(Cl)cc(=O)oc2c1
86 | 6% | O=C1NC(=O)N(c2ccccc2)C(=O)/C1=C\c1ccccc1OCc1ccccc1F
87 | -6% | Cc1cc(C)cc(N2C(=O)NC(=O)/C(=C\c3ccc(O)c(Br)c3)C2=O)c1
88 | -4% | COCCCNC(=O)/C(=C/c1cccc([N+](=O)[O-])c1)NC(=O)c1ccc(OC)cc1
89 | -25% | C=CCn1c(SCC(=O)NC(=O)NCC(C)C)nnc1C1CCCCC1
90 | -5% | O=C(c1cccnc1)N1CCN(c2c(Cl)cccc2[N+](=O)[O-])CC1
91 | -2% | CCOc1cc(OCC)cc(C(=O)O)c1
92 | 21% | CCCCCOc1ccc2oc(=O)c3c(c2c1)CCCN3C(=O)CN1CCCC(C(=O)OCC)C1 (stereo unspecified)
93 | -2% | COc1ccccc1-c1c(C)oc2c(CN3CCN(CCO)CC3)c(O)ccc2c1=O
94 | -7% | O=C(CSc1nnc(Cn2c(=O)sc3ccccc32)n1CCc1ccccc1)N1CCOCC1
95 | -16% | O=C(/C=C\Nc1ccccn1)c1ccc(Cl)cc1
96 | 0% | Cc1cc(C(=O)CSc2nnc(N)s2)c(C)n1CCc1ccc(F)cc1
97 | 4% | CCCc1c(O)c2ccccc2[nH]c1=O
98 | -17% | Cc1cccc(-n2c(N)cc(=O)nc2SCC(=O)Nc2cc(C)on2)c1
99 | 9% | CCCOc1ccc(C(=O)Nc2ccc(O)c(-c3nc4ccccc4s3)c2)cc1
100 | -9% | O=C(NCCCN1CCN(Cc2ccccc2)CC1)C1CCN(c2nnc(-n3cccc3)s2)CC1
101 | 16% | O=C(CSc1nnc(-c2cccnc2)n1Cc1ccco1)N1CCc2ccccc21
102 | 15% | COC(=O)c1ccc(/C=C2\C(=O)NC(=S)N(c3cccc(Br)c3)C2=O)cc1
103 | -5% | CCC1CCCCN1C(=O)CSc1nnc(-c2cccs2)o1 (stereo unspecified)
104 | -7% | C=C(Br)n1c(COc2ccccc2)nc2ccccc21
105 | 4% | CCC1=NN2C(=N)/C(=C/c3ccc(-c4ccc([N+](=O)[O-])cc4Br)o3)C(=O)N=C2S1
106 | 4% | CC(C)(C)c1cc(C(F)(F)F)nc(SCCCNC(=O)c2ccco2)n1
107 | -8% | O=S(=O)(c1ccc(Oc2ccc(Cl)cc2)c(S(=O)(=O)N2CCCCC2)c1)N1CCCCC1
108 | -4% | COc1ccc(CCNC(=O)C(=O)Nc2cccc(Cl)c2Cl)cc1OC
109 | -12% | Cn1c(=NC(=O)CCl)sc2ccccc21
110 | 1% | Cc1sc(NC(=O)C2C3CCC(O3)C2C(=O)O)c(C(=O)OC(C)C)c1-c1ccc(Cl)cc1 (stereo unspecified)
111 | -1% | Cc1ccc(NC(=S)NC(=O)c2ccc(-c3ccccc3)cc2)c(C)c1
112 | -3% | Cc1ccc(OCC(=O)NCC(=O)n2nc(C)cc2C)cc1
113 | -14% | COc1ccc(C2CC(=O)C(C=NCCN3CCOCC3)=C(O)C2)cc1 (stereo unspecified)
114 | -8% | CCOC(=O)c1cnc2ccc(OCC)cc2c1N1CCN(c2ccccc2)CC1
115 | -9% | CCOC(=O)CCc1c(C)nc(SCCN2CCCC2)c(C#N)c1C
116 | -24% | COc1ccc(S(=O)(=O)Nc2c(C(=O)O)[nH]c3ccccc23)c(OC)c1
117 | 10% | CCOC(=O)c1c(NC(=O)CCC(=O)OC)sc(C)c1C
118 | 2% | COc1ccc(CC(=O)Nc2sc(Cc3ccccc3)c(C)c2C(N)=O)cc1
119 | 1% | COCCNC(=O)c1cc2nc(-c3ccccc3)cc(-c3ccccc3)n2n1
120 | 18% | C/C(N)=C(/C#N)C(=O)CSc1nc2ccc(C)cc2[nH]1

Continued:
# | EphA4 KYL inhibition | SMILES
121 | -1% | O=C(c1ccc2c(c1)C(=O)N(Cc1ccco1)C2=O)N1CCOCC1
122 | -52% | O=C(Nc1nc2c(s1)COc1ccccc1-2)c1cccs1
123 | 3% | Cc1onc(-c2ccccc2Cl)c1C(=O)Nc1nn[nH]n1
124 | -8% | O=C1c2ccccc2NC(c2cccc(O)c2)N1Cc1ccco1 (stereo unspecified)
125 | -1% | CCc1cc2c(C)cc(=O)oc2cc1OC(=O)C1CCCN1C(=O)OC(C)(C)C (stereo unspecified)
126 | -4% | CCOC(=O)C1=C(c2ccccc2)NC(=O)NC1c1ccc(N(C)C)cc1 (stereo unspecified)
127 | 7% | COc1cccc(NC(=O)c2ccccc2-c2nc(-c3ccc(Cl)cc3)no2)c1
128 | -10% | O=C(OCn1nnc2ccccc2c1=O)c1cccnc1Cl
129 | -5% | O=C1CC(c2ccc3c(c2)OCO3)C2=C(CCCC2=O)N1 (stereo unspecified)
130 | -2% | COc1ccccc1NC(=O)C(=O)Nc1ccccn1
131 | -7% | CCn1c(SCC(=O)Nc2ccc(NC(C)=O)cc2)nnc1C1CC1
